Screening data from PubChem.
Pol eta inh = inhibitors of human DNA polymerase eta; recombinant Pol eta, fluorescent DNA replication assay; Potency, µM (highest dose often 114 µM), for the others: top-dose activity change, negative = inhibition, usual class: inhibitors; 390,000 compounds, 1.2% hits; AID 588591; further: on the % scale 0 is the no-effect control and ±100 the full control effect
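Pol eta (10 nM) was preincubated with compounds for 15 min at room temperature, after which fluorescent replication substrate (50 nM final) was added to start the reaction. Fluorescence was read kinetically at 0 and 10 min.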
Anesthetic bind = binds horse apoferritin like a general anesthetic; P02791; Potency, µM (doses to about 77.5 µM), inactives show at the highest dose activity change, negative = displacement, usual class: inhibitors; 350,000 compounds, 0.074% hits; apoferritin/1-aminoanthracene competitive binding, fluorescence; further: on the % scale 0 is the no-effect control and ±100 the full control effect; nearly all actives have a fitted effect of over 20% in size
Target sequence (P02791 2-175 limits assumed): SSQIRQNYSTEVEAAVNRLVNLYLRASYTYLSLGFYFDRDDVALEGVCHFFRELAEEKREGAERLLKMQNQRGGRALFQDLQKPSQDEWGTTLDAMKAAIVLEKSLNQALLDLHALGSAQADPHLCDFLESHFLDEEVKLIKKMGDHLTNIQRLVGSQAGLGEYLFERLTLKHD
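Concentration-response curves derived by four-parameter Hill fitting of normalized fluorescence, where compounds displaced 1-AMA from 10 uM horse apoferritin following a brief 10 min room-temperature incubation; propofol titration acted as positive control.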
BAZ2B block = blocks human BAZ2B. Q9UIF8. AlphaScreen BAZ2B-H3K14Ac peptide displacement. Potency, µM (titrated, usually from 114 µM), inactives show top-dose activity change, negative = inhibition, hits mostly inhibitors. 360,000 compounds, 4.4% hits. AID 504333; further: on the % scale 0 is the no-effect control and ±100 the full control effect; nearly all actives have a fitted effect of over 60% in size
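Complex of BAZ2B and biotin-H3K14Ac (50 nM apiece) forms over 30 min at RT, then faces library compounds up to 110 uM for another 30 min; AlphaScreen beads added, 20 min dark incubation, luminescence read.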
Pol iota inh = inhibitors of human DNA polymerase iota. Q9UNA4. Pol iota fluorescent replication assay, 10 min. Potency, µM (top dose mostly 115 µM), without a hit: top-dose activity, negative = inhibition, actives largely listed as inhibitors. 390,000 compounds, 1% hits
Target sequence (Q9UNA4 whole entry, looked up): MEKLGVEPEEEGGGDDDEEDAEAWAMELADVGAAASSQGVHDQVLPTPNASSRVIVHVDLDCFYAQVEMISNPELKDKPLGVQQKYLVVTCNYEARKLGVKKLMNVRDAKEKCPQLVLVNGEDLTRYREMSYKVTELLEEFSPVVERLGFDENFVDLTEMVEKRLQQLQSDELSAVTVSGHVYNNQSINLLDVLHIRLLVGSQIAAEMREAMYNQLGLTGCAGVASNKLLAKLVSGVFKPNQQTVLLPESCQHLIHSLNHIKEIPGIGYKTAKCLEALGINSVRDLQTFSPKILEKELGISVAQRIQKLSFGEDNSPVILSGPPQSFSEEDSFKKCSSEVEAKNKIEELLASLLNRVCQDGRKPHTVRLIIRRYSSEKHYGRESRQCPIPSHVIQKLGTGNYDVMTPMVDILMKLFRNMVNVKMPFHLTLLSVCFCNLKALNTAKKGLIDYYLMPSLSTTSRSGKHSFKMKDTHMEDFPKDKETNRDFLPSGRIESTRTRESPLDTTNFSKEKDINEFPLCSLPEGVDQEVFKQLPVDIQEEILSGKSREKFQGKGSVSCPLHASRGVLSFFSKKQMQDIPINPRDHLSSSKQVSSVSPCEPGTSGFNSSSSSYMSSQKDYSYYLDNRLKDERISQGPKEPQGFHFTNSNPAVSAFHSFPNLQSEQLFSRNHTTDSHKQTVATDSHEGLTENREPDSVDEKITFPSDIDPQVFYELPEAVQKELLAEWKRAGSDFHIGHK
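Pol iota at 10 nM preincubated 15 min with compounds at room temperature; reaction started with fluorescent substrate, 50 nM final. Fluorescence read kinetically at 0 and 10 min; buffer-only wells as negative control.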
BLM helicase inh = inhibitors of human Bloom syndrome helicase BLM; recombinant BLM DNA unwinding, fluorescence dequenching; Potency, µM (titrated, usually from 56.1 µM), inactives show at the highest dose activity change, negative = inhibition, hits mostly inhibitors; 350,000 compounds, 0.2% hits;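 further: plate controls were vehicle for no effect and no enzyme for full effect; nearly all actives have a fitted effect of over 35% in size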
POLB inh = DNA polymerase beta (human) inhibition. P06746. Pol beta primer extension/strand displacement, fluorescence kinetic. Potency, µM (top dose mostly 114 µM), inactives show top-dose activity change, negative = inhibition, hits mostly inhibitors. 340,000 compounds, 1.3% hits; further: on the % scale 0 is the no-effect control and ±100 the full control effect
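Enzyme-only controls used 10 nM Pol beta; buffer lacking enzyme served as negative control. Compound preincubated 15 min, then 50 nM substrate added; 0 and 10 min reads at room temperature.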
POLK inh = DNA polymerase kappa (human) inhibition. Potency, µM (top dose mostly 107 µM), for the others: at the highest dose activity, negative = inhibition, hits mostly inhibitors. 400,000 compounds, 0.53% hits. purified Pol kappa, fluorescent DNA synthesis assay, 10 min; further: on the % scale 0 is the no-effect control and ±100 the full control effect
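Fluorescent qHTS in 1536-well format: enzyme (10 nM) and compound sat 15 min at room temperature before 50 nM substrate (final) was added. Signal taken at 0 and 10 min; no-enzyme buffer wells were negative controls.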
APE1 inh = inhibitors of human APE1 endonuclease | 350,000 compounds, 0.35% hits | P27695 | recombinant APE1, TAMRA/BHQ-2 abasic DNA cleavage fluorescence | AID 2517 | Potency, µM (titrated, usually from 65.8 µM), without a hit: at the highest dose activity change, negative = inhibition, most hits filed as inhibitors;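 further: plate controls were vehicle for no effect and reference inhibitor for full effect; nearly all actives have a fitted effect of over 55% in size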
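Readout is kinetic fluorescence (ex 525, em 598 nm) from cleavage of 50 nM TAMRA/BHQ-2 THF abasic duplex by 0.75 nM APE1, compound added 15 min beforehand at RT.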
G9a block = G9a (human) methyltransferase inhibition | Q96KQ7 | G9a H3K9 monomethylation, AlphaScreen, 2 h | Potency, µM (top dose mostly 102 µM), without a hit: at the highest dose activity, negative = inhibition, usual class: inhibitors | 350,000 compounds, 8.8% hits | AID 504332; further: on the % scale 0 is the no-effect control and ±100 the full control effect; nearly all actives have a fitted effect of over 75% in size
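Quantitative HTS format: methyltransferase activity on a biotin-tagged H3K9 peptide is measured by AlphaScreen, using a rabbit anti-monomethyl-H3K9 antibody with streptavidin donor and anti-IgG acceptor beads. Final levels are 20 nM enzyme, 500 nM peptide, 20 uM SAM; 2 h RT.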
Starred values were filed as active, the others as inactive; & = joins results of further samples; [ ] = dose if it differs, or a comment. The call rests on the fitted dose curve; in most records, active means well fitted curve in the direction sought with a large enough effect; inconclusive means small, poorly fitted or top-dose-only effect, or another doubt; inactive means no such curve, though single readings can be large; an effect the other way counts as inactive or inconclusive. Potency means the concentration at half of the fitted maximal effect. An excerpt; count on the stated rates, not on these rows.

Results for O=C(CSc1nc2ccsc2c(=O)n1-c1ccc(Br)cc1)NCc1ccccc1 ?
Pol eta inh: -2%; Anesthetic bind: -7%; BAZ2B block: -26%; Pol iota inh: inconclusive; BLM helicase inh: -3%; POLB inh: 20%; POLK inh: 10%; G9a block: -7%[59 µM]

Results for CC(C)c1ccc(C2NC(=O)c3ccccc3O2)cc1 (centres undefined) ?
Pol eta inh: -23%; Anesthetic bind: -5%; BAZ2B block: 6%; Pol iota inh: 64%[activator]; BLM helicase inh: -7%; POLB inh: 105%; POLK inh: -1%; APE1 inh: 10%[12.4 µM]; G9a block: 18%[59 µM]

Results for Cc1ccc(C)c(N2CCN(S(=O)(=O)c3ccc(-c4ccc(=O)[nH]n4)o3)CC2)c1 ?
Pol eta inh: -14%; Anesthetic bind: -6%; BAZ2B block: -11%; Pol iota inh: -6%; BLM helicase inh: -5%; POLB inh: 37%; POLK inh: -3%; APE1 inh: 13%; G9a block: 6%[59 µM]

What do the screens show for `C[C@@H](CN(C)C)CN1c2ccccc2CCc2ccccc21`?
Anesthetic bind: 0%[29.3 µM]; BLM helicase inh: -11%[21.4 µM]; POLK inh: 1%[19.4 µM]; G9a block: 11%[21.5 µM]

How did C[C@H](CO)N1C[C@H](C)[C@@H](CN(C)C(=O)NC2CCCCC2)Oc2c(NS(=O)(=O)c3cccs3)cccc2C1=O do in these assays?
Pol eta inh: -9%; Pol iota inh: -14%; POLK inh: 13%; APE1 inh: 32%

How did O=C1NC(=O)/C(=C\c2ccsc2)N1 do in these assays?
Pol eta inh: 10%; Anesthetic bind: -9%; BAZ2B block: 45%[activator]; Pol iota inh: 37%[activator]; BLM helicase inh: 1%; POLB inh: 8%; POLK inh: 4%; APE1 inh: 2%; G9a block: -12%

Results for CCCCCn1c(=N)c(S(=O)(=O)c2ccc(C)cc2)cc2c(=O)n3cc(C)ccc3nc21 ?
Pol eta inh: -15%; Anesthetic bind: -2%; BAZ2B block: 5%; Pol iota inh: 15%; BLM helicase inh: -2%; POLB inh: 31%; POLK inh: 9%; G9a block: -1%[59 µM]

Results for CC1CCN(CCC(=O)Nc2ccccc2)CC1 ?
Pol eta inh: -10%; Anesthetic bind: -3%; BAZ2B block: 5%; Pol iota inh: -3%; BLM helicase inh: 3%; POLB inh: 5%; POLK inh: 16%; APE1 inh: -3%; G9a block: 6%

What do the screens show for `CC(=O)c1ccc(OCc2cc(C(=O)N3CCC(c4ccncc4)CC3)no2)cc1`?
Pol eta inh: -4%; Anesthetic bind: -8%; BAZ2B block: -15%[57.1 µM]; Pol iota inh: -1%; BLM helicase inh: 0%; POLB inh: 28%; POLK inh: 2%; APE1 inh: 16%; G9a block: -9%

What do the screens show for `COc1ccc2c(C=Nc3c(C)n(C)n(-c4ccccc4)c3=O)c(O)n(Cc3ccco3)c(=O)c2c1`?
Pol eta inh: -1%&-4%; Anesthetic bind: -18%&-4%; BAZ2B block: -2%&8%; Pol iota inh: 12%&13%; BLM helicase inh: -8%&-5%; POLB inh: -7%&23%; POLK inh: -7%&-5%; APE1 inh: -3%&-3%; G9a block: 5%[59 µM]

Results for O=S(=O)(c1ccccc1)N1CCC(O)(CSc2ccc(F)cc2)CC1 ?
Pol eta inh: -5%; Anesthetic bind: -14%; BAZ2B block: -12%; Pol iota inh: -14%; BLM helicase inh: -4%; POLB inh: -18%; POLK inh: -2%; APE1 inh: -3%; G9a block: 2%

How did CN1CCN(C(=O)c2ccc(CNS(=O)(=O)c3cccc(Cl)c3)cc2)CC1 do in these assays?
Pol eta inh: -17%; Anesthetic bind: -8%; BAZ2B block: -12%; Pol iota inh: -23%; BLM helicase inh: 0%; POLB inh: 15%; POLK inh: -1%; APE1 inh: 16%; G9a block: inconclusive

Structures above that have an aryl thioether with sulfur outside any ring, in the order listed:
Results for O=C(CSc1nc2ccsc2c(=O)n1-c1ccc(Br)cc1)NCc1ccccc1 ?
Pol eta inh: -2%; Anesthetic bind: -7%; BAZ2B block: -26%; Pol iota inh: inconclusive; BLM helicase inh: -3%; POLB inh: 20%; POLK inh: 10%; G9a block: -7%[59 µM]

Results for O=S(=O)(c1ccccc1)N1CCC(O)(CSc2ccc(F)cc2)CC1 ?
Pol eta inh: -5%; Anesthetic bind: -14%; BAZ2B block: -12%; Pol iota inh: -14%; BLM helicase inh: -4%; POLB inh: -18%; POLK inh: -2%; APE1 inh: -3%; G9a block: 2%

Further records follow:
What do the screens show for `CCOC(=O)C1CCN(C(=O)CN2c3ccc(C(C)C)cc3-c3ccccc3S2(=O)=O)CC1`?
Pol eta inh: -21%; Anesthetic bind: 11%; BAZ2B block: -12%; Pol iota inh: 3%; BLM helicase inh: -11%; POLB inh: 18%; POLK inh: -11%; G9a block: -9%[59 µM]

Results for COC(=O)COc1ccc2oc(=O)cc(C)c2c1 ?
Pol eta inh: -8%; Anesthetic bind: -3%; BAZ2B block: 2%; Pol iota inh: inconclusive; BLM helicase inh: -2%; POLB inh: -3%; POLK inh: -13%; APE1 inh: 2%; G9a block: -3%[59 µM]

What do the screens show for `O=C1N(CN2C(=O)C3(OCCO3)c3ccccc32)c2ccccc2C12OCCO2`?
Pol eta inh: -24%; Anesthetic bind: -1%; BAZ2B block: -5%; Pol iota inh: -5%; BLM helicase inh: -4%; POLB inh: -4%; POLK inh: -2%; APE1 inh: -6%; G9a block: 7%[2.33 µM]

How did O=[N+]([O-])c1ccc(CN2CCN(c3ccc(F)cc3)CC2)o1 do in these assays?
Pol eta inh: -23%; Anesthetic bind: -6%; BAZ2B block: inconclusive; Pol iota inh: 32%[activator]; BLM helicase inh: -4%; POLB inh: 18%; POLK inh: -2%; APE1 inh: 13%; G9a block: inconclusive

Results for CCOc1ccc(-n2cc(C(=O)NC(C)C)c3cc(OC)c(OC)cc3c2=O)cc1 ?
Pol eta inh: -16%; Anesthetic bind: -6%; BAZ2B block: 0%; Pol iota inh: 30%; BLM helicase inh: -2%; POLB inh: 20%; POLK inh: -15%; APE1 inh: 0%; G9a block: -40%

Results for CCCn1c(=O)c(C(=O)Nc2nnc(CC)s2)c(O)c2ccccc21 ?
Anesthetic bind: -16%; BAZ2B block: 2%; BLM helicase inh: -6%; POLB inh: -1%; APE1 inh: 13%; G9a block: -9%

What do the screens show for `O=C(/C=C/c1ccccc1[N+](=O)[O-])c1ccccc1Br`?
Pol eta inh: 6%; Anesthetic bind: inconclusive; BAZ2B block: 32µM*; Pol iota inh: -5%; BLM helicase inh: -12%; POLB inh: 55%; POLK inh: -11%; APE1 inh: -2%; G9a block: 40µM*

How did CC(C)Oc1cccc(NC(=O)C2CCN(S(=O)(=O)Cc3ccccc3)CC2)c1 do in these assays?
Pol eta inh: -2%; Anesthetic bind: -2%; BAZ2B block: inconclusive; Pol iota inh: 2%; BLM helicase inh: -3%; POLB inh: 5%; POLK inh: -4%; G9a block: -26%[59 µM]

How did Cc1c(C(=O)N2CCCCC2)sc(NC(=O)C2CC2)c1C#N do in these assays?
Pol eta inh: 6%; Anesthetic bind: -7%; BAZ2B block: -3%; Pol iota inh: -8%; BLM helicase inh: 1%; POLB inh: 7%; POLK inh: 10%; APE1 inh: -2%; G9a block: -5%

Results for Cn1c(SCC(=O)N2CCOCC2)nnc1-c1cnccn1 ?
Pol eta inh: -13%; Anesthetic bind: 3%; BAZ2B block: -6%; Pol iota inh: 4%; BLM helicase inh: 1%; POLB inh: -18%; POLK inh: -5%; APE1 inh: -1%; G9a block: inconclusive

What do the screens show for `O=C(COC(=O)C1CCC1)Nc1ncc(Cl)cc1Cl`?
Pol eta inh: -5%; BAZ2B block: -31%; Pol iota inh: inconclusive; POLK inh: -21%; APE1 inh: 10%; G9a block: inconclusive

Results for CC1CC=CC2C1C(=O)N(Cc1ccccc1)C2c1ccc(F)c(/C=C/c2ccccc2)c1 (centres undefined) ?
Anesthetic bind: 72%[activator]; Pol iota inh: -2%; BLM helicase inh: -5%; POLK inh: -22%; APE1 inh: 7%

Filtered by structure: those above containing a Cl atom
How did CN1CCN(C(=O)c2ccc(CNS(=O)(=O)c3cccc(Cl)c3)cc2)CC1 do in these assays?
Pol eta inh: -17%; Anesthetic bind: -8%; BAZ2B block: -12%; Pol iota inh: -23%; BLM helicase inh: 0%; POLB inh: 15%; POLK inh: -1%; APE1 inh: 16%; G9a block: inconclusive

What do the screens show for `O=C(COC(=O)C1CCC1)Nc1ncc(Cl)cc1Cl`?
Pol eta inh: -5%; BAZ2B block: -31%; Pol iota inh: inconclusive; POLK inh: -21%; APE1 inh: 10%; G9a block: inconclusive

Next part:
What do the screens show for `CC(=O)Nc1ccc(S(=O)(=O)N(C)CC(=O)N(C)Cc2sccc2C)cc1`?
Pol eta inh: -18%; BAZ2B block: -17%; Pol iota inh: 6%; POLK inh: 1%; APE1 inh: 52%[activator]; G9a block: 4%[12.7 µM]

How did Cc1ccc2c(c1)nnn2C1CCN(CC(=O)NCCc2ccccc2)CC1 do in these assays?
Pol eta inh: 7%; Anesthetic bind: -8%; BAZ2B block: 1%; Pol iota inh: -29%; BLM helicase inh: -2%; POLB inh: 20%; POLK inh: -4%; APE1 inh: 2%; G9a block: 20%[0.0925 µM]

What do the screens show for `COc1ccccc1NC(=O)C(C)N1C(=O)c2ccccc2C1=O` (centres undefined)?
Pol eta inh: -4%; Anesthetic bind: -4%; BAZ2B block: 11%; Pol iota inh: 1%; BLM helicase inh: -2%; POLB inh: inconclusive; POLK inh: -11%; APE1 inh: 7%; G9a block: -12%

What do the screens show for `COc1ccccc1CNC(=O)c1ccc(C)s1`?
Pol eta inh: -14%; Anesthetic bind: -14%; BAZ2B block: -15%; Pol iota inh: 1%; BLM helicase inh: -5%; POLB inh: 17%; POLK inh: -12%; APE1 inh: 0%; G9a block: -4%
